M. tuberculosis GlmU – inhibition of mycobacterial GlmU enzyme – biochemical, glucosamine-1-phosphate acetyltransferase (AID 1376) | inhibition, %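 (tested at 30 µM in the primary screen)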; hits with a dose series show IC50 in µM | M. tuberculosis GlmU acetyltransferase enzyme assay; higher % means a stronger effect | Bifunctional protein GlmU (Mycobacterium tuberculosis (strain ATCC 25618 / H37Rv)) | 220,000 compounds, 0.25% hits; in the data active means inhibition above about 13%;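 further: 0% = complete reaction with vehicle and 100% = reaction without substrate; strong numbers were not always called active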
RmlCD inh 1536 – M. tuberculosis RmlC/RmlD coupled enzyme inhibitors, primary screen, biochemical, compound mixtures, 384-well, from 1536-well plates; dTDP-4-dehydrorhamnose reductase (Mycobacterium tuberculosis (strain ATCC 25618 / H37Rv)) …; RmlC+RmlD coupled enzyme assay, percent inhibition; primary screen in compound mixtures; inhibition, % at 3.6 µM; 160,000 compounds, 0.03% hits; AID 1533, 2009; in the data active means inhibition mostly above about 34%, no sharp cut-off; further: some results filed as inactive read as strong as hits
Target sequence (P9WH09 whole entry, looked up): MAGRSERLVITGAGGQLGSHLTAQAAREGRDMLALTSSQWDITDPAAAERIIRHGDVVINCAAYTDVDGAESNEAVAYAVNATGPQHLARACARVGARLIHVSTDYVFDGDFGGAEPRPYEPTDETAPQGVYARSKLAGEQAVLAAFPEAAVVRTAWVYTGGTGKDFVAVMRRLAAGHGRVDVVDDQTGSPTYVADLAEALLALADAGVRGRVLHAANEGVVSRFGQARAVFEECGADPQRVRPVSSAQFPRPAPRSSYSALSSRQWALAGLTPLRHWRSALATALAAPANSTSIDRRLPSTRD
Target sequence (P9WH11 whole entry, looked up): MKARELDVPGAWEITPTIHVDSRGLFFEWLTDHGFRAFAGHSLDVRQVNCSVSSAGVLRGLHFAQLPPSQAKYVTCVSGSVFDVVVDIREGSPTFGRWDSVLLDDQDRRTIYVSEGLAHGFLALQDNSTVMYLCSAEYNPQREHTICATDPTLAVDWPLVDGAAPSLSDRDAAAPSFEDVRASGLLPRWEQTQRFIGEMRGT
Starred values were filed as active, the others as inactive; nt = not tested or not shown. These rows are one share of the data; the hit share may differ from the screen's.

Values run as follows: M. tuberculosis GlmU | RmlCD inh 1536
CN(c1ccccc1)S(=O)(=O)c1cccc(C(=O)OCC(=O)NCc2ccc3c(c2)OCO3)c1
    -2.5% | -9
CCOCCCNC(=O)CN1C(=O)/C(=C/c2ccccc2)Sc2ccccc21
    -2.4% | nt
CC1CCC(C(=O)NC(C(=O)N2CCc3ccccc3C2)C(C)C)CC1 (centres undefined)
    -0.2% | 13
COC(=O)[C@@]1(Cc2ccc(OC)cc2)[C@H]2c3cc(C(=O)N(C)C)[nH]c3C[C@H]2CN1C(=O)c1ccccc1
    -0.4% | nt
COc1cccc(NC(=O)Nc2cc(C(=O)O)ccc2C)c1
    2.2% | 4
CCC(C)(C)NC(=O)C(C)OC(=O)c1nsc(Cl)c1Cl (centres undefined)
    1.8% | -9
Cc1nc(CS(=O)(=O)c2ccccn2)sc1C(=O)NNC(=O)c1ccccc1
    -4.5% | 0
CN(C)c1ccc(C(CNC(=O)c2ccccc2)c2c[nH]c3ccccc23)cc1 (centres undefined)
    5.5% | 5
CC1(C)CC(=O)C(Sc2ccc(Br)cc2)=C(O)C1
    7.0% | -5
O=[N+]([O-])c1cccc(-c2noc(-c3cccs3)n2)c1
    -0.2% | nt
CC(CN1CCOCC1)c1ccccc1 (centres undefined)
    5.2% | 1
CC(C)CNC(=O)COC(=O)CNC(=O)c1cc(Cl)cc([N+](=O)[O-])c1
    -6.1% | nt
O=C(CCN1CCN(C/C=C/c2ccccc2)CC1)Nc1ccc(Cl)cc1
    -6.7% | 7
Nc1[nH][nH]c(=O)c1N=Nc1ccc2c(c1)OCO2
    -4.9% | 12
O=C(CC1CCCC1)Nc1ccc2c(c1)CCC2
    3.4% | nt

Values run as follows: M. tuberculosis GlmU | RmlCD inh 1536
CCOc1ccc(N(C(C)C(=O)NC2CCCCCC2)S(C)(=O)=O)cc1 (centres undefined)
    1.9% | 10
O=C(CCCN1C(=O)c2cccc3cccc(c23)C1=O)N1CCN(c2ccc(F)cc2)CC1
    -2.8% | 4
CC1CCCN(C(=O)CSc2nnc3n(C4CCCC4)c(=O)c4ccccc4n23)C1 (centres undefined)
    -2.7% | -11
COc1ccc(NC(=O)c2cc(OC)c(OC)c(OC)c2Br)cc1OC
    3.0% | nt
COc1cc(CNCCc2ccccc2F)ccc1OCC(=O)N1CCCCC1
    0.2% | -2
C=CCc1c(C)nc(-c2ccccc2)nc1Nc1ccccc1O
    3.3% | 5
Cn1c(=O)[nH]c(=O)c2[nH]c(NCCCN3CCOCC3)nc21
    -7.5% | -10
COC(=O)c1c(C)nc2c(c(SC)nn2-c2ccccc2)c1N
    -6.0% | -2
O=C(Nc1ccc(F)cc1F)c1ccc(COc2c(F)c(F)cc(F)c2F)o1
    -1.4% | 12
CCN(CC(=O)Nc1ccc2c(c1)OCCO2)Cc1cc(=O)oc2cc(C)c(C)cc12
    -2.3% | 2
O=C(NCCN1CCOCC1)c1ccc(CS(=O)(=O)c2ccc(Br)cc2)o1
    3.0% | nt
COc1cc(C(C)=O)ccc1Oc1ncnc2c1cnn2-c1cccc(Cl)c1
    3.0% | 6
Cc1nc2ccc(S(=O)(=O)NCC(=O)N3CCCCC3)cc2s1
    -0.5% | -4
COc1ccc(OC)c(NC(=O)Cn2c(C)nc3ccccc3c2=O)c1
    3.1% | -16
CCOC(=O)C1=C(C)NC(C)=C(C(=O)OCC)C1C(=O)OCC(=O)N1CCc2ccccc21
    -5.7% | 8

Values run as follows: M. tuberculosis GlmU | RmlCD inh 1536
Cn1c(CCN2CCOCC2)nc2cc(NC(=O)COc3ccc(Cl)cc3)ccc21
    -0.6% | 3
CCCc1cc(=O)[nH]c(/N=C(/NC(=O)C(C)N2C(=O)c3ccccc3C2=O)Nc2ccccc2)n1 (centres undefined)
    -3.7% | 4
COc1ccc(NC(=O)C(=O)N2N=C3CCCCC3C2(O)C(F)(F)F)cc1 (centres undefined)
    0.3% | 4
CC[C@H](C)[C@H](NC(N)=O)C(=O)Nc1ccc(NC(C)=O)cc1
    3.9% | 8
CCCCN1CCc2c([nH]c3ccc(C)cc23)C1=O
    4.0% | -7
Cc1ccc2nc(C3CCCN3Cc3nc(CCC(C)C)no3)[nH]c2c1 (centres undefined)
    0.1% | -3
O=C(COC(=O)[C@H](Cc1ccccc1)NC(=O)c1ccco1)NC(c1ccccc1)c1ccccc1
    -0.4% | 4
C=CCc1cccc(/C=N/NC(=O)CCC(=O)Nc2ccc(F)cc2)c1O
    2.9% | 5
CN(C)S(=O)(=O)c1cccc(-c2csc(N/N=C/c3ccco3)n2)c1
    3.2% | nt
COc1cc(/C=N/NC(=O)c2nonc2N)cc(OC)c1OC
    0.2% | -10
Cc1cc(Cl)ccc1OCC(=O)N/N=C1\CC2C=CCC12 (centres undefined)
    8.8% | 11
O=c1oc2ccccc2c(N2CCC(c3ccccc3)CC2)c1[N+](=O)[O-]
    1.4% | 1
CCc1cc(=O)oc2c(C)c(OCC(=O)N3CCCc4ccccc43)ccc12
    -4.2% | 13
c1ccc(-c2ccccc2OCCOCCN2CCCCC2)cc1
    0.2% | 33
Cc1cc(C(=O)NCC(=O)OCC(=O)Nc2ccc(OC(F)F)cc2)ccc1[N+](=O)[O-]
    3.2% | 4

Values run as follows: M. tuberculosis GlmU | RmlCD inh 1536
COCCNCCOc1ccc(C(C)(C)c2ccccc2)cc1
    -3.1% | -2
Cc1cc(C(=O)N2CCCC2C(=O)O)c(C)o1 (centres undefined)
    9.6% | -7
CCOc1ccc(N/C(N)=N/c2nc(CSc3nnnn3-c3ccccc3)cc(=O)[nH]2)cc1
    0.9% | nt
CCOC(=O)c1[nH]c2ccccc2c1N=CN(CC)CC
    -6.3% | nt
COc1ccc2[nH]cc(CCNC(=S)NC3CCCC3)c2c1
    -1.9% | -4
COCCOC(=O)C1=C(N)Oc2c(c(=O)oc3ccccc23)[C@@]12C(=O)Nc1ccccc12
    3.6% | 9
O=C(Nc1ccc2c(c1)OCO2)N1CCN(c2ncc(C(F)(F)F)cc2Cl)CC1
    1.7% | nt
O=C(CC(C(=O)O)c1ccc(Cl)cc1)c1ccccc1 (centres undefined)
    -6.5% | 2
CCCCCCCC(=O)N/N=C/c1ccco1
    -1.8% | 0
COC(=O)c1c(C)oc2ccc(N(C(=O)c3ccncc3)S(=O)(=O)c3ccc4ccccc4c3)cc12
    5.3% | -9
Cc1ccc(CNC(=O)c2cn(C)c(=O)c3c2c2ccccc2n3C)o1
    -2.7% | -6
C[C@]12CCC(=O)C[C@@H]1CC[C@@H]1[C@@H]2CC[C@]2(C)C=CC[C@@H]12
    -3.1% | 15
C/C(=N/NC(=O)Cc1cccs1)c1ccco1
    -8.1% | 10
CCOC(=O)c1cc(NC(=O)c2ccc(Cl)cc2)c(=O)oc1-c1ccccc1
    2.7% | 3
Cc1ccc(CSCc2nnc(SCC(=O)N3CCN(c4ccccc4)CC3)n2C)cc1
    1.4% | -10

Values run as follows: M. tuberculosis GlmU | RmlCD inh 1536
COc1ccc(S(=O)(=O)Nc2nnc(C)s2)cc1
    -3.5% | nt
Cn1nc([N+](=O)[O-])nc1S(C)(=O)=O
    1.2% | 19
O=C(CCNc1ccc(Cc2ccncc2)cc1)c1cccc([N+](=O)[O-])c1
    0.8% | -10
Cc1c(Cl)c(C(=O)NNC(=S)Nc2ccc(F)cc2)nn1C
    0.1% | nt
CCOC(=O)C1(CCCc2ccccc2)CCN(C(=O)Cn2nc(C)nc2C)CC1
    -5.4% | nt
O=C(/C(=C(\[O-])c1ccccc1)[n+]1ccc2ccccc2c1)c1ccccc1
    -1.1% | -11
C=Cn1ccnc1P(=S)(c1ccn(C)c1)c1nccn1C=C
    -2.8% | nt
CC(C)Nc1oc(-c2cccc3ccccc23)nc1C#N
    -5.0% | -10
CCOC(=O)COc1cc2c3c(c(=O)oc2cc1C)CCCC3
    4.3% | -10
COc1ccc(NC(=O)C2CCC(C(C)(C)C)CC2)cc1S(=O)(=O)N1CCCCC1 (centres undefined)
    3.0% | 9
CCOC(=O)c1c(NC(=O)CSc2nnnn2C)sc(C(=O)N(C)C)c1C
    -5.5% | 7
CC[C@H](C)[C@H](NC(N)=O)C(=O)Nc1ccc(OC)c(Cl)c1
    -1.2% | 13
COc1ccc(S(=O)(=O)Cc2ccc(C(=O)NCCCN(C)c3ccccc3)o2)cc1
    -0.8% | 13
O=C(O)CCC(=O)Nc1ccc(C(=O)OC2CCCCC2)cc1
    3.9% | -2
CCOCCCNS(=O)(=O)Cc1ccccc1
    3.3% | -5

As entered above:
Value of `CCOC(=O)c1c(NC(=O)CSc2nnnn2C)sc(C(=O)N(C)C)c1C` under M. tuberculosis GlmU: -5.5%
Value of `Cn1nc([N+](=O)[O-])nc1S(C)(=O)=O` under M. tuberculosis GlmU: 1.2%
Value of `COc1ccc(S(=O)(=O)Nc2nnc(C)s2)cc1` under M. tuberculosis GlmU: -3.5%
Value of `COc1ccc(NC(=O)C2CCC(C(C)(C)C)CC2)cc1S(=O)(=O)N1CCCCC1` (centres undefined) under RmlCD inh 1536: 9
Value of `C=Cn1ccnc1P(=S)(c1ccn(C)c1)c1nccn1C=C` under M. tuberculosis GlmU: -2.8%
Value of `O=C(CCNc1ccc(Cc2ccncc2)cc1)c1cccc([N+](=O)[O-])c1` under M. tuberculosis GlmU: 0.8%
Value of `CCOC(=O)C1(CCCc2ccccc2)CCN(C(=O)Cn2nc(C)nc2C)CC1` under M. tuberculosis GlmU: -5.4%

Further entries follow.
Values run as follows: M. tuberculosis GlmU | RmlCD inh 1536
COc1ccccc1CNN
    0.1% | 0
COc1ccc(OC)c(C(=O)COC(=O)c2cccnc2Cl)c1
    -3.0% | -6
CCCCN=C(N)/C(C(=O)OCC)=C(\O)c1ccc(OC)cc1
    -9.2% | -6
CCOc1c(C=C(C#N)C#N)c2ccccc2n1CC
    5.1% | -25
CCCCN(C)CCn1c(=S)[nH]c2cc(OCC)c(OCC)cc2c1=O
    2.6% | 2
COC(=O)C1=C(C)Nc2sc(C(N)=O)c(N)c2C1c1ccncc1 (centres undefined)
    -2.0% | -5
O=C(/C=C/c1ccccc1)N(Cc1cccs1)C1CCS(=O)(=O)C1 (centres undefined)
    0.4% | -12
O=C(Nc1ccc(Cl)cc1)C(c1ccccc1)N1CCOCC1 (centres undefined)
    6.5% | -2
COC(=O)C1=C(C)OC(N)=C(C#N)C1c1cccnc1 (centres undefined)
    0.7% | 40
Cc1cc(=O)oc2c1c(C)nn2-c1ccc(Cl)cc1
    1.7% | 7
Cc1cc(C)n2ncc(C(=O)NC3CCCCC3)c2n1
    9.1% | 9
Cc1ccc(CONC(=O)c2ccc(OC(F)F)cc2)cc1
    -3.5% | -11
CCN(CC)C(=O)CCc1nnc(Cc2cccc(C(F)(F)F)c2)o1
    -1.8% | 23
CN1/C(=C\C(=O)c2cncc(Br)c2)C(C)(C)c2ccccc21
    -0.9% | 11
c1ccc(-c2noc(-c3cccnc3)n2)cc1
    3.2% | -5

Values run as follows: M. tuberculosis GlmU | RmlCD inh 1536
O=C(COC(=O)c1ccccn1)Nc1c(Cl)cccc1Cl
    0.8% | -7
COc1ccccc1CC1S/C(=N/N=C/c2ccco2)NC1=O (centres undefined)
    3.2% | 6
CCOC(=O)c1c(C)[nH]c(C)c1C(=O)Cn1nnc(-c2ccccc2C)n1
    0.9% | 12
O=C1C2C3CCCC3=C3CCCC3C2C(=O)N1c1ccc(Cl)cc1 (centres undefined)
    -2.7% | nt
S=C(NCCc1ccccn1)Nc1ccc(Cl)cc1Cl
    -7.9% | nt
Cc1ccc(N2CCN(S(=O)(=O)N3CCOCC3)CC2)cc1C
    -4.1% | nt
Nc1nc(SCCOc2ccccc2)n[nH]1
    -2.5% | -12
COCC(C)n1c(C)cc(C(=O)Cn2c(=O)oc3ccccc32)c1C (centres undefined)
    0.5% | 0
CC1CCCCN1Cc1ccc(Cl)nc1 (centres undefined)
    -0.7% | 40
COc1cccc(C2NC(=O)NC(C)=C2C(=O)OCC2CCCO2)c1 (centres undefined)
    2.3% | nt
CCOc1ccc(NC(=S)N2CCC(c3nc4ccccc4[nH]3)CC2)cc1
    7.0% | -10
O=C(NN=C1c2ccccc2-c2ccccc21)c1ccccc1Br
    0.1% | 3
CCCC(=O)C1=C(c2ccccc2)C(C#N)(C#N)C(C#N)=C1N
    -3.8% | 107
CCc1nnc(N/N=C/c2c(Cl)cccc2Cl)n1N
    1.4% | -6
Cc1ccc2nc(-c3ccccc3)cc(C(=O)NCCCn3ccnc3)c2c1
    3.4% | 2

Values run as follows: M. tuberculosis GlmU | RmlCD inh 1536
COc1ccc(CNCc2ccco2)cc1OCc1ccccc1
    -4.0% | -5
CSc1nc(-c2ccccc2)ccc1C(N)=O
    -1.6% | 6
Cc1cc(=O)oc2cc(OCC3CC(c4ccc(N(C)C)cc4)=NO3)ccc12 (centres undefined)
    5.7% | nt
FC(F)(F)c1ccc(N=Cc2sc(N3CCOCC3)nc2-c2ccccc2)cc1
    -0.1% | 11
O=C(N1CCN(Cc2ccccc2)CC1)C(Cl)(Cl)Cl
    -6.6% | -10
CC1CN(C2CCN(S(=O)(=O)c3ccc(F)cc3)CC2)CC(C)O1 (centres undefined)
    6.7% | nt
CCC(C)(C)n1nnnc1C(c1ccccn1)N1CCN(c2cccc(OC)c2)CC1 (centres undefined)
    0.8% | nt
COC(=O)C(CC(C)C)NC(=O)/C=C/c1ccc(Cl)cc1 (centres undefined)
    1.8% | 2

Pulled by structure from the list above, four records:
Values run as follows: M. tuberculosis GlmU | RmlCD inh 1536
O=C(Nc1ccc2c(c1)OCO2)N1CCN(c2ncc(C(F)(F)F)cc2Cl)CC1
    1.7% | nt
CC(C)CNC(=O)COC(=O)CNC(=O)c1cc(Cl)cc([N+](=O)[O-])c1
    -6.1% | nt
CC1(C)CC(=O)C(Sc2ccc(Br)cc2)=C(O)C1
    7.0% | -5
COc1cc(CNCCc2ccccc2F)ccc1OCC(=O)N1CCCCC1
    0.2% | -2

Source: PubChem (several laboratories)
